# Bioassay records as filed in PubChem.
# LYPLA1 counter – counter-screen for PME1 inhibitors: inhibitors of human LYPLA1; O75608; recombinant LYPLA1, FP-Rh probe fluorescence polarization; inhibition, % at 5.9 µM; 0.16% of 320,000 active;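 active = inhibition above the mean of all tested compounds plus 3 SD, set per campaign, cut at about 14% in these data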;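 note: inhibitors block serine hydrolase probe labeling of LYPLA1 so polarization falls; 0% = enzyme with DMSO and 100% = wells lacking LYPLA1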
# GSTO1 inh – counter-screen for RBBP9 inhibitors: inhibitors of human GSTO1 | 1.1% of 300,000 active | recombinant GSTO1, activity-based probe fluorescence polarization | inhibition, % at 5.96 µM | AID 1974;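 active = inhibition above the campaign mean inhibition plus 3 SD, cut at about 35% in these data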;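 note: 0% = GSTO1-1 with DMSO and 100% = wells lacking GSTO1-1 enzyme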
# Target sequence (P78417 whole entry, looked up): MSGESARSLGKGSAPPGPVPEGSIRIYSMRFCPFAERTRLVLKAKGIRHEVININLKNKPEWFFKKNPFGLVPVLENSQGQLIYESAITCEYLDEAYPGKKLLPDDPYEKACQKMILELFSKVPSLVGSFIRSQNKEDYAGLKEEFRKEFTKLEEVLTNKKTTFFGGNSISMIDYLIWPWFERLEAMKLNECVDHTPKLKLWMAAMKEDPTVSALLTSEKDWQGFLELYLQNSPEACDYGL
# PME-1 inh – PME-1 (human) inhibition. inhibition, % at 5.9 µM. 0.53% of 320,000 active. recombinant PME-1, FP-Rh probe fluorescence polarization. Q9Y570;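 active = inhibition above the campaign mean of all compounds plus 3 SD, cut at about 26% in these data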;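 note: competitive labeling of PME-1 active site by serine hydrolase directed probe; 0% = PME-1 with DMSO and 100% = wells lacking PME-1 enzyme; inhibitors block probe labeling so polarization falls and inhibition rises; many of its hits are not listed in these tables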
# PREPL inhibitor – inhibitors of human prolyl oligopeptidase-like enzyme PREPL; Q4J6C6; inhibition, % at 5.96 µM; 0.68% of 320,000 active; AID 2751; recombinant PREPL, fluorescence polarization activity-based probe; in the data active = inhibition above about 43%;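 note: 0% = enzyme with DMSO and 100% = wells lacking enzyme; many of its hits are not listed in these tables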
# Target sequence (Q4J6C6 whole entry, looked up): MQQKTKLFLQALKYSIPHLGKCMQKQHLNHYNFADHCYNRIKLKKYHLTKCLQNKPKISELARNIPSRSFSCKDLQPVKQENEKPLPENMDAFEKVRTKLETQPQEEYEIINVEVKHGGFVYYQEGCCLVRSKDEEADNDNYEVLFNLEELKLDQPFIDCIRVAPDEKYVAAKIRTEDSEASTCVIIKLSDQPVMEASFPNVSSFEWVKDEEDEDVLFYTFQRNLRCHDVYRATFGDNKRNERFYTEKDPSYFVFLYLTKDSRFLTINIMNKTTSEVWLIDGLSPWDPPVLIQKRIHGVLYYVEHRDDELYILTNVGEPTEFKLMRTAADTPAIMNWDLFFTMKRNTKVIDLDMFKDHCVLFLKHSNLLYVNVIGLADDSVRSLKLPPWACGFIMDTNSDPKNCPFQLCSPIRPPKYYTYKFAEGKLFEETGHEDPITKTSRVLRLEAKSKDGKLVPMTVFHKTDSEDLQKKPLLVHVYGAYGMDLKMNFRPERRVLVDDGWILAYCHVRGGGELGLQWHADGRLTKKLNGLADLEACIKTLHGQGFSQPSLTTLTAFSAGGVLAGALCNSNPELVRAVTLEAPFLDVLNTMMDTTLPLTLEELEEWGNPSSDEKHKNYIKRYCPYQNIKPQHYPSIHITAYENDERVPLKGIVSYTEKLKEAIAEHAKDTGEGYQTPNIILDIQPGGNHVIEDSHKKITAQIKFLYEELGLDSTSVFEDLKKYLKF
# PAFAH1B2 FP inh – PAFAH1B2 (human) inhibition. P68402. recombinant PAFAH1B2, FP-rhodamine activity probe, fluorescence polarization. inhibition, % at 3.39 µM. 1.2% of 340,000 active;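 active = inhibition above the mean of all tested compounds plus 3 SD, cut at about 24% in these data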;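 note: 0% = enzyme with DMSO and 100% = wells lacking PAFAH1B2; many of its hits are not listed in these tables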
# pPAFAH FP inh – inhibitors of human plasma PAF acetylhydrolase (pPAFAH); Q13093; recombinant pPAFAH, FP-rhodamine probe fluorescence polarization; inhibition, % at 3.39 µM; 1.5% of 330,000 active; AID 463082;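 active = inhibition above the mean inhibition across the screen plus 3 SD, cut at about 25% in these data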;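 note: inhibitors block binding of the rhodamine activity-based probe so polarization drops; 0% = enzyme with DMSO and 100% = wells lacking pPAFAH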
# PAD4 inh – inhibitors of human PAD4; recombinant PAD4, RCA probe fluorescence polarization; AID 485272; Q9UM07; 0.41% of 330,000 active; inhibition, % at 6.36 µM;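 active = percent inhibition above a cutoff equal to the mean of all tested compounds plus 3 SD, cut at about 15% in these data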;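 note: 0% = PAD4 with RCA probe and DMSO and 100% = probe without PAD4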
# LYPLA2 counter – counter-screen for PME1 inhibitors: inhibitors of human LYPLA2 | recombinant LYPLA2, FP-Rh probe fluorescence polarization | inhibition, % at 5.9 µM | 0.38% of 320,000 active | AID 2177;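 active = inhibition above the screen-wide mean plus 3 SD, limit set per campaign, cut at about 26% in these data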;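 note: 0% = LYPLA2 with DMSO and 100% = wells lacking LYPLA2 enzyme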
# PAFAH1B3 inh – PAFAH1B3 (human) inhibition; Q15102; 0.28% of 340,000 active; inhibition, % at 3.39 µM; recombinant PAFAH1B3, FP-rhodamine probe, fluorescence polarization;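 active = inhibition above the screen-wide average of all tested compounds plus 3 SD, cut at about 25% in these data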;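 note: 0% = enzyme with DMSO only and 100% = wells lacking PAFAH1B3 protein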
# * marks the source's active call; other numbers are inactive results; x = no result given.
No.	Molecule	LYPLA1 counter	GSTO1 inh	PME-1 inh	PREPL inhibitor	PAFAH1B2 FP inh	pPAFAH FP inh	PAD4 inh	LYPLA2 counter	PAFAH1B3 inh
1	S=c1[nH]c2cc(-c3ccccc3)ccc2o1	-3	29	7	7	5	12	-2	-2	4
2	O=C(Nc1ccc(C(=O)NCc2ccccc2Cl)cc1)C1=CSCCO1	-4	1	1	7	-1	1	-2	-1	-6
3	Cc1ccc(C)c(NC(=S)N2CCC(N(C)CC3CCCO3)CC2)c1 (configuration not stated)	0	5	1	7	5	10	3	1	8
4	S=C1SCN(Cc2cccnc2)CN1Cc1ccccc1	-1	13	7	15	4	-6	-1	-6	9
5	Cc1cccc(C)c1NC(=O)CN(C)C(=O)C1=COCCO1	0	x	4	13	4	2	1	6	6
6	NS(=O)(=O)c1ccc(NC(=O)Nc2ccccc2)cc1	-1	2	-6	0	3	-1	-1	2	-2
7	Cc1cc(C(=O)OCC(=O)N2CCN(c3ccccc3)CC2)c2ccccc2n1	7	7	2	-26	0	-6	3	22	-4
8	Cc1ccc(N(CC(=O)N2CCCC2)S(C)(=O)=O)cc1C	1	2	-1	13	3	0	1	2	3
9	Cc1cccc(N2C(=O)CC(NNc3nc4ccccc4s3)C2=O)c1 (configuration not stated)	1	10	-3	6	0	3	0	0	4
10	Cc1cccc(NC(=O)c2ccccc2OCC(=O)c2ccccc2)c1	-6	-5	-24	-11	-8	-4	-7	-1	-9

# Values in list order from the list.
# Entries 6–9 in GSTO1 inh read 2, 7, 2, 10
# Entries 6–9 in PAFAH1B2 FP inh read 3, 0, 3, 0
# Entries 6–9 in PAFAH1B3 inh read -2, -4, 3, 4

# The list continues.
No.	Molecule	LYPLA1 counter	GSTO1 inh	PME-1 inh	PREPL inhibitor	PAFAH1B2 FP inh	pPAFAH FP inh	PAD4 inh	LYPLA2 counter	PAFAH1B3 inh
11	O=C(Nc1ccc(NC(=O)C2CC2)cn1)c1ccccc1	-1	3	3	0	10	-2	-1	2	1
12	Cc1ccc(C(=O)O)cc1S(=O)(=O)N1CCSCC1	-1	8	-1	-1	3	2	-4	-1	-1
13	CN(C)S(=O)(=O)c1ccc(N2CCCC2)c(C(=O)NNC(=O)c2ccc(F)cc2)c1	-1	x	-2	14	3	-2	1	-4	4
14	COc1ccc(OC)c(S(=O)(=O)NC2CCSc3ccccc32)c1 (configuration not stated)	-2	3	24	10	4	-5	0	-2	0
15	CNS(=O)(=O)c1cc(S(=O)(=O)NC)c2cccc3c2c1NC3=O	3	-1	1	14	2	4	4	0	2
16	COc1ccc(NC(=O)C2CCCN(S(=O)(=O)c3ccc4c(c3)oc(=O)n4C)C2)cc1OC (configuration not stated)	2	4	-2	-7	5	-3	-2	5	-2
17	Cc1ccc(COc2cccc3c2CCN(Cc2ccc(F)cc2)C3=O)cc1	-6	0	-4	34	3	4	-7	-3	8
18	Cc1ccc(C)c(C(=O)CCC(=O)NNC(=O)Cn2nc(C)cc2C)c1	4	-3	-2	6	1	3	-2	3	4
19	COc1ccc(/C=N/n2c(SC)nnc(C(C)(C)C)c2=O)cc1	-6	13	2	15	-2	-1	2	-14	7
20	COc1cc(C(=O)OCC(=O)Nc2ccc(C(C)=O)cc2)ccc1OCC(=O)N1CCOCC1	-7	1	3	0	7	1	2	-5	6
21	O=C(/C=C\c1cccs1)c1c(O)ccc2ccc(=O)oc12	-1	4	9	-4	7	1	0	-2	7
22	C=CC[C@@H](CC(=O)N(CCO)Cc1ccccc1)C(=O)N[C@H](COC(=O)[C@@H](CC=C)Cc1ccc(F)cc1)Cc1c[nH]c2ccccc12	x	x	x	19	-1	5	1	x	15
23	COc1cc2c(cc1OC)C(C(=O)N1CCOCC1)C(c1cccs1)N(C)C2=O (configuration not stated)	-1	-5	-1	-1	4	2	3	3	3
24	O=C(Nc1ccccc1)c1ccc(N2CCN(c3ccccn3)CC2)c(S(=O)(=O)N2CCOCC2)c1	-7	-4	-2	22	-1	-1	3	-6	-4
25	CCOc1ccc(NC(=O)COC(=O)c2cc([N+](=O)[O-])ccc2N2CCOCC2)cc1	-1	18	1	20	-3	4	3	0	6
26	CCN(CC)C(=O)NC1CC(=O)N(c2ccc(OC)cc2)C1 (configuration not stated)	-7	-1	-4	5	1	-1	2	-11	1
27	Cc1c(C)c2ccc(OC(C)C(=O)NC3CCN(Cc4ccccc4)CC3)cc2oc1=O (configuration not stated)	-4	2	0	13	1	-2	2	-1	0
28	O=C(CSc1nc(-c2ccco2)cc(C(F)(F)F)n1)Nc1cccnc1	-1	2	1	-1	5	-7	-3	2	8
29	Cc1noc(C)c1S(=O)(=O)Nc1ccc(C(=O)N2CCN(c3ccc(F)cc3)CC2)cc1	-1	-3	1	6	7	7	3	2	9
30	Cc1ccc(S(=O)(=O)N2CCN(C(=O)c3cccs3)CC2)cc1	0	-2	-2	4	9	0	-2	2	-4

# 16 compounds already listed, sorted by number of heavy atoms, rising:
No.	Molecule	LYPLA1 counter	GSTO1 inh	PME-1 inh	PREPL inhibitor	PAFAH1B2 FP inh	pPAFAH FP inh	PAD4 inh	LYPLA2 counter	PAFAH1B3 inh
12	Cc1ccc(C(=O)O)cc1S(=O)(=O)N1CCSCC1	-1	8	-1	-1	3	2	-4	-1	-1
11	O=C(Nc1ccc(NC(=O)C2CC2)cn1)c1ccccc1	-1	3	3	0	10	-2	-1	2	1
26	CCN(CC)C(=O)NC1CC(=O)N(c2ccc(OC)cc2)C1 (configuration not stated)	-7	-1	-4	5	1	-1	2	-11	1
15	CNS(=O)(=O)c1cc(S(=O)(=O)NC)c2cccc3c2c1NC3=O	3	-1	1	14	2	4	4	0	2
14	COc1ccc(OC)c(S(=O)(=O)NC2CCSc3ccccc32)c1 (configuration not stated)	-2	3	24	10	4	-5	0	-2	0
9	Cc1cccc(N2C(=O)CC(NNc3nc4ccccc4s3)C2=O)c1 (configuration not stated)	1	10	-3	6	0	3	0	0	4
28	O=C(CSc1nc(-c2ccco2)cc(C(F)(F)F)n1)Nc1cccnc1	-1	2	1	-1	5	-7	-3	2	8
17	Cc1ccc(COc2cccc3c2CCN(Cc2ccc(F)cc2)C3=O)cc1	-6	0	-4	34	3	4	-7	-3	8
23	COc1cc2c(cc1OC)C(C(=O)N1CCOCC1)C(c1cccs1)N(C)C2=O (configuration not stated)	-1	-5	-1	-1	4	2	3	3	3
13	CN(C)S(=O)(=O)c1ccc(N2CCCC2)c(C(=O)NNC(=O)c2ccc(F)cc2)c1	-1	x	-2	14	3	-2	1	-4	4
25	CCOc1ccc(NC(=O)COC(=O)c2cc([N+](=O)[O-])ccc2N2CCOCC2)cc1	-1	18	1	20	-3	4	3	0	6
27	Cc1c(C)c2ccc(OC(C)C(=O)NC3CCN(Cc4ccccc4)CC3)cc2oc1=O (configuration not stated)	-4	2	0	13	1	-2	2	-1	0
16	COc1ccc(NC(=O)C2CCCN(S(=O)(=O)c3ccc4c(c3)oc(=O)n4C)C2)cc1OC (configuration not stated)	2	4	-2	-7	5	-3	-2	5	-2
20	COc1cc(C(=O)OCC(=O)Nc2ccc(C(C)=O)cc2)ccc1OCC(=O)N1CCOCC1	-7	1	3	0	7	1	2	-5	6
24	O=C(Nc1ccccc1)c1ccc(N2CCN(c3ccccn3)CC2)c(S(=O)(=O)N2CCOCC2)c1	-7	-4	-2	22	-1	-1	3	-6	-4
22	C=CC[C@@H](CC(=O)N(CCO)Cc1ccccc1)C(=O)N[C@H](COC(=O)[C@@H](CC=C)Cc1ccc(F)cc1)Cc1c[nH]c2ccccc12	x	x	x	19	-1	5	1	x	15

# (listing goes on)
No.	Molecule	LYPLA1 counter	GSTO1 inh	PME-1 inh	PREPL inhibitor	PAFAH1B2 FP inh	pPAFAH FP inh	PAD4 inh	LYPLA2 counter	PAFAH1B3 inh
31	O=C(/C=C/c1ccco1)OCC(=O)c1ccc(OC(F)F)cc1	-2	x	-4	7	2	55*	-3	0	6
32	CCC1CCCCN1C(=O)c1cc(S(=O)(=O)N2CCOCC2)ccc1C (configuration not stated)	x	x	x	17	4	0	4	x	-3
33	COc1ccc(OC)c(-c2cc(C(=O)NCc3cccs3)no2)c1	-6	-8	-6	-9	1	7	0	-2	-7
34	O=C(COC(=O)c1ccc[nH]c1=O)Nc1ccc2c(c1)OC(F)(F)O2	-3	0	-1	-1	0	2	-2	-4	-1
35	O=C(OCc1nc2ccsc2c(=O)[nH]1)c1ccccc1	-1	1	-2	6	3	1	-5	2	5
36	CCn1c2ccccc2c2nnc(SCC(=O)OCN3C(=O)c4ccccc4C3=O)nc21	-1	10	-8	-2	5	5	2	5	2
37	COc1ccccc1-c1nc(-c2ccncc2)no1	0	0	-1	6	5	5	-2	3	7
38	c1ccc(-c2cc3c(-n4cccc4)ncnc3o2)cc1	-6	-4	-7	3	4	-2	1	2	2
39	COc1ccc(NC(=O)C2CCN(c3ncnc4c3nc3n4CCCCC3)CC2)cc1Cl	-1	9	3	17	1	1	-3	7	2
40	Cc1cccc(NC(=O)Cn2c(=O)n(CCC(=O)NC3CCCC3)c(=O)c3ccccc32)c1	1	0	-1	-2	-4	4	-4	6	-3
41	CCn1c(-c2ccco2)nc2ccccc21	2	-3	0	12	0	-1	-3	0	6
42	Cc1ccc(-c2nc(CN(C)C(C3CC3)C3CC3)c(C)o2)cc1	-3	-6	-4	-1	1	0	0	3	13
43	Cc1ccccc1OCC(=O)N/N=C/c1ccc2c(c1)OCCO2	1	5	-1	12	4	5	-3	4	3
44	COc1ccc(OCC(=O)NCC(c2ccc(OC)cc2)N2CCCCC2)cc1 (configuration not stated)	0	3	-4	16	1	5	-4	1	5
45	Cc1ccsc1/C=C/c1n[nH]c(=O)c(C#N)c1C	-1	-4	0	15	1	-3	-1	-2	4
46	N=c1c(C(=O)NCC2CCCO2)cc2c(=O)n3ccccc3nc2n1Cc1ccccc1 (configuration not stated)	1	-5	-5	5	-5	1	3	-6	8
47	O=C(CSc1nc(-c2ccco2)cc(C(F)(F)F)n1)NN1CCOCC1	2	-4	3	5	2	2	3	2	6
48	O=C(NCC(=O)N(c1ccccc1)C(C(=O)NCC1CCCO1)c1ccccc1)c1ccco1 (configuration not stated)	1	5	-2	23	2	0	0	8	3
49	COc1ccc(NC(=S)NCc2cccnc2)cc1OC	1	-9	2	10	-7	5	3	-1	8
50	C=C1C(C(=O)Nc2cccc(OC)c2)C1C(=O)Nc1cccc(OC)c1 (configuration not stated)	-4	2	-5	-2	-1	-2	2	-2	-1
51	Cc1ccccc1Cn1cc(NC(=O)c2noc(C(C)C)c2[N+](=O)[O-])cn1	-3	34	-1	3	9	2	-2	2	-1

# These rows are one share of the data (hit frequency here may not be typical).
